Bioassay records as filed in PubChem.
GPR151 ag – activators of human GPR151; 650,000 compounds, 1% hits; Q8TDV0; activation, % at 11.2 µM; PathHunter beta-arrestin GPR151 cells, luminescence; in the data active = activation above about 4.9%;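 note: 0% = median of compound wells and 100% = cells with positive control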
Target sequence (Q8TDV0 whole entry, looked up): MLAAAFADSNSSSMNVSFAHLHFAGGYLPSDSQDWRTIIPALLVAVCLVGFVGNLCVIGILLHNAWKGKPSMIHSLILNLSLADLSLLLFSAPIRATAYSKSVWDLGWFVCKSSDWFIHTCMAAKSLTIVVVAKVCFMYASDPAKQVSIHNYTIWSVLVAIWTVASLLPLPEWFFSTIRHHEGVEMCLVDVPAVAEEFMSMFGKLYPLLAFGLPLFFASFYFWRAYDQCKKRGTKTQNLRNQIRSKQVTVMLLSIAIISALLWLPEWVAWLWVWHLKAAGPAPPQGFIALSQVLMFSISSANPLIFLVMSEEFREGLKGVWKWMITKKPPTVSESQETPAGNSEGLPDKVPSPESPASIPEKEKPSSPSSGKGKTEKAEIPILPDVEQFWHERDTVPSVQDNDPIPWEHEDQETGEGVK
TEAD-YAP inh – TEAD-YAP interaction inhibition. 640,000 compounds, 1.4% hits. HEK-TIYL cells, TEAD-Gal4/YAP UAS-luciferase luminescence. inhibition, % at 9.12 µM. AID 1259422; in the data active = inhibition above about 32%;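 note: 0% = median of test compound wells and 100% = reference inhibitor wells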
FBW7 act – human FBW7 E3 ligase activation, primary screen. AlphaScreen FBW7–phospho-cyclin E peptide binding, activator screen. normalized activity (activation), % at 26.1 µM. 650,000 compounds, 0.13% hits. AID 1259310; in the data active = normalized activity above about 1.9%;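 note: purified mutant Fbw7 with reduced substrate affinity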
Target sequence (Q969H0 whole entry, looked up): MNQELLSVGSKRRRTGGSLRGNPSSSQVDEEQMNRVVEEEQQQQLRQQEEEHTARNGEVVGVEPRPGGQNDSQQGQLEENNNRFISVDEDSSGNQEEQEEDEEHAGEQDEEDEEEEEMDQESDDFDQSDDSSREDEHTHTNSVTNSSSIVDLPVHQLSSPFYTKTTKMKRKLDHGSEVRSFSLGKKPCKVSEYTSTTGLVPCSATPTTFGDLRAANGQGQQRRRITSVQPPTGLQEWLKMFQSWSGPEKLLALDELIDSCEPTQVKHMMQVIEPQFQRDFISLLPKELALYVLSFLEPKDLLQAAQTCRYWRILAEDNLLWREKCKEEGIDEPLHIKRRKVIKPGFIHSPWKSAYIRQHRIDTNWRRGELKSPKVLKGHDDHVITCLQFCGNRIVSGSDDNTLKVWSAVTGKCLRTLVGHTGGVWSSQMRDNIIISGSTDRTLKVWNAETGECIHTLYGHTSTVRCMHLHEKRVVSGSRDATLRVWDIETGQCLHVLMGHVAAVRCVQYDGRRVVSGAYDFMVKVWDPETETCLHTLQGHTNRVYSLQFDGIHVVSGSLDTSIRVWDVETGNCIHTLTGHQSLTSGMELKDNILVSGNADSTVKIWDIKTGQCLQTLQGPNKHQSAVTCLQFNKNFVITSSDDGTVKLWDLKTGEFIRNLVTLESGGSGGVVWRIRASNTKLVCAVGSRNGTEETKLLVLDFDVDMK
MITF primary – human MITF inhibition, primary screen. O75030. AlphaScreen MITF homodimerization, bead proximity signal. inhibition, % at 2.6 µM. 650,000 compounds, 0.91% hits. AID 1259374; in the data active = inhibition above about 50%;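 note: 0% = vehicle wells with protein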
An asterisk follows results filed as active.

canonical_smiles	FBW7 act	MITF primary	TEAD-YAP inh	GPR151 ag
Cc1cccc(NC(=O)N2CCC(c3nc4ccccc4[nH]3)CC2)c1	-0.1	9	2	0.9
Brc1ccc(N2N=C(c3ccccc3)N(c3ccc(Br)cc3)N=C2c2ccccc2)cc1	0.2	19	7	-1.2
CCCCn1c(SCC(=O)N2CCCC2)nnc1-c1ccccc1	-0.1	-7	6	0.2
CCOc1ccc2nc(NC(=O)c3ccc(Cc4ccccc4)cc3)sc2c1	0.1	22	-1	-0.7
COc1ccc(Nc2cc(=O)n(C)c(=O)n2C)cc1	0.1	-3	-5	0.5
O=C1Cc2cc(S(=O)(=O)Nc3ccccc3Cl)cc3c2N1CCC3	0.1	9	1	-1.3
N/C(=N\OC(=O)Cc1ccccc1)c1ccccc1	0.1	3	2	1.4
O=CNCc1nc2ccccc2n1Cc1ccc(Cl)cc1Cl	-0.2	-3	-2	-1.5
COc1ccc(C)cc1N(C)C(=O)CN1C(=O)C2C3C=CC(C3)C2C1=O (stereo not drawn)	0.5	10	-7	0.0
O=C(O)c1cc(-c2ccccc2O)nc2n[nH]c(-c3ccc([N+](=O)[O-])cc3)c12	-0.1	7	5	0.1

Other structures follow.
canonical_smiles	FBW7 act	MITF primary	TEAD-YAP inh	GPR151 ag
Cc1c(C(=O)O)sc2ncnc(N3CCN(c4ccccc4F)CC3)c12	-0.1	2	1	0.3
Cc1nc(N2CCOCC2)c2c(C)c(C(=O)Nc3c(F)cc(F)cc3Br)sc2n1	0.1	0	-3	2.0
CCN(CC)C(=O)C1CCN(Cc2ccccc2F)CC1	0.5	35	11	1.1
Cc1nc2ccccc2nc1CN1CCCC(C(=O)Nc2cccc(-n3cccn3)c2)C1 (stereo not drawn)	0.1	1	-6	1.3
Cc1cc(CNC(=O)c2cc(Br)ccc2Cl)nn1C	0.0	24	2	-1.5
CCOC(=O)c1sc(NC(=O)CSc2nnc(CNC(=O)c3cccc(F)c3)n2C)c(C(=O)OCC)c1C	0.0	1	-6	2.5
CCc1ccc2oc(-c3ccc(NC(=S)NC(=O)c4cncc(Br)c4)cc3)nc2c1	-0.1	-1	-16	-1.2
CCCOC(=O)c1ccc(NC(=O)CCC(=O)O)cc1	0.7	-7	-1	1.1
CC1=C(C(=O)OCCc2ccccc2)C(c2ccc(C)s2)C2=C(CC(C)(C)CC2=O)N1 (stereo not drawn)	0.1	1	-6	0.7
CCN(CC)S(=O)(=O)c1ccc(C(=O)N2c3ccccc3N3C(c4c(C)cc(C)cc4C)=NON23)cc1	0.0	-8	0	0.1

Continued.
canonical_smiles	FBW7 act	MITF primary	TEAD-YAP inh	GPR151 ag
Nc1ccc(-c2cnc3c(Nc4ccc(Cl)cc4)nccn23)cc1	0.6	-5	26	-3.5
COc1cc(Nc2nc(N3CCC(N4CCOCC4)CC3)nc3c2ncn3-c2ccsc2)cc(OC)c1OC	-0.4	6	5	0.7
CC(=O)c1ccc(NC(=O)CSc2ccc3nnc(-c4cccs4)n3n2)cc1	-0.1	1	15	0.8
c1ccc(Nc2nc(Nc3ccc(-n4ccnc4)cc3)nc3nc[nH]c23)cc1	-0.3	-2	32	-0.4
CC1(C(=O)O)C2C=CC3(CN(c4ccccc4)C(=O)C31)O2 (stereo not drawn)	-0.1	-6	-2	8.1*
O=C(NCCCN1CCOCC1)c1ccc2c(=O)n(-c3ccc(F)cc3)c(SCc3ccc(Cl)cc3)nc2c1	-0.1	-2	-2	0.5
CCOC(=O)c1c(NC(=O)COc2ccc(Cl)cc2Cl)sc2c1CCCC2	0.0	0	7	1.1
COc1cccc(CN2CCC(O)CC2)c1O	-0.1	13	7	1.4
O=C(Nc1cc(F)c(-c2cn[nH]c2)cc1N1CCOCC1)[C@@H]1COc2ccccc2O1	0.1	6	28	0.9
N#CC1=C(N)Oc2c(oc(CO)cc2=O)C1c1ccsc1 (stereo not drawn)	-0.4	-6	2	0.9

(further entries)
canonical_smiles	FBW7 act	MITF primary	TEAD-YAP inh	GPR151 ag
CC(C)N1C[C@H](NCc2cccc(O)c2)C[C@H]1C(=O)NCCc1ccccc1F	0.3	9	-2	-0.3
Cc1ccc(-c2cc(C(=O)OCC(=O)c3ccc(Cl)c([N+](=O)[O-])c3)c3ccccc3n2)cc1	-0.1	-7	-3	0.5
O=C(NCCCN1CCOCC1)C1C2C=CC3(CN(Cc4cccs4)C(=O)C13)O2 (stereo not drawn)	0.2	11	6	-0.4
COc1ccc(-c2noc(COc3ccccc3Cl)n2)cc1	0.0	-5	-27	3.5
O=C1N=C(c2ccccc2)S/C1=C/c1cc(Br)c(O)c(Br)c1	0.0	13	-1	-0.3
CCOC(=O)C1=CN(C)C=C(C(=O)OCC)C1c1cccc(OC)c1	-0.1	-9	-2	-0.5
COc1ccc(C(CNS(=O)(=O)c2cccs2)N2CCN(C)CC2)cc1 (stereo not drawn)	0.2	5	-1	-0.3
O=C(N[C@H]1C[C@H]2C(=O)N3CCC[C@@H]3C(=O)N2C1)c1ccc(Cl)c(Cl)c1	0.6	10	6	1.0
O=C(CN1C(=O)CCC1=O)Nc1ccc2sccc2c1	-0.1	-8	-31	-1.1
COc1ccc(CCn2c(SCc3ccccc3C)nc3ccsc3c2=O)cc1OC	0.1	5	2	1.1

The list continues:
canonical_smiles	FBW7 act	MITF primary	TEAD-YAP inh	GPR151 ag
Cc1cc(C)c(S(=O)(=O)Nc2ccc(Cl)c([N+](=O)[O-])c2)c(C)c1	0.1	12	2	2.5
CN1C(=O)/C(=C\c2ccc(Cl)c([N+](=O)[O-])c2)c2ccccc21	-0.1	1	-6	-2.4
O=C(O)Cc1ccc(NC(=O)COc2ccc3ccccc3c2)cc1	0.4	16	-2	1.5
CCN1CCN(C(=O)Cn2ncc3c2-c2ccccc2OC3)CC1	-0.2	1	-6	-0.4
O=C(CCN1C(=O)c2cccnc2C1=O)N1CCN(c2cccc(Cl)c2)CC1	-0.3	12	-14	0.3
CCN1C(=O)C(=O)N(Cc2ccc(OC)c(F)c2)C1=O	0.0	11	1	-0.4
COC(=O)C1=C(C)N(C2CCCCC2)C(=O)/C1=C\c1ccc(F)cc1	-0.1	-1	1	-0.7
O=C1C2C(c3ccccc3)C=CC(c3ccccc3)C2C(=O)N1CCCO (stereo not drawn)	-0.3	7	11	0.3
O=C1OC(c2cc([N+](=O)[O-])ccc2Cl)=N/C1=C\c1ccccc1	0.2	14	1	-0.3
COc1cc(/C=C2\SC(=Nc3cc(C)cc(C)c3)NC2=O)cc(Br)c1OCc1ccccc1	0.2	5	7	-0.3

Continuation.
canonical_smiles	FBW7 act	MITF primary	TEAD-YAP inh	GPR151 ag
COc1ccc(-c2nnc(SCC(=O)c3ccccc3F)o2)cc1	0.1	13	-21	-1.3
Cn1c(=O)c(=O)n(C)c2cc(S(=O)(=O)N3CCCC3C(=O)NCc3ccco3)ccc21 (stereo not drawn)	-0.1	7	-4	0.3
CN(Cc1nc(N(C)C)c2ccccc2n1)CC1COCCO1 (stereo not drawn)	0.0	-11	3	2.3
CC1(C)C=C2C(=C(O)CC(c3ccc([N+](=O)[O-])cc3)C2(C#N)C#N)C(=O)C1 (stereo not drawn)	0.2	8	3	2.0
O=C(Cn1c2ccccc2n2ncnc12)c1cccs1	0.0	9	7	0.2
CC(C)N(CCn1c(=S)[nH]c2ccccc2c1=O)C(C)C	0.1	-5	7	0.5
CN(C)CCC(=O)c1ccc(Cl)cc1	0.0	3	2	-0.8
Cc1ccc2c(c1)/C(=N/N1C(=O)c3ccccc3C1=O)C(=O)N2	0.1	-4	11	0.5
CCOC(=O)c1c(NC(=O)c2cc(S(N)(=O)=O)c(Cl)cc2Cl)sc2c1CCCC2	0.1	-2	1	2.0
COc1ccc(Cl)cc1NC(=O)CN1CCC2(CC1)NC(=O)N(C)C2=O	0.2	7	7	-1.4

Grouped by structure: those above containing a cyano group (2)
canonical_smiles	FBW7 act	MITF primary	TEAD-YAP inh	GPR151 ag
N#CC1=C(N)Oc2c(oc(CO)cc2=O)C1c1ccsc1 (stereo not drawn)	-0.4	-6	2	0.9
CC1(C)C=C2C(=C(O)CC(c3ccc([N+](=O)[O-])cc3)C2(C#N)C#N)C(=O)C1 (stereo not drawn)	0.2	8	3	2.0

Later entries:
canonical_smiles	FBW7 act	MITF primary	TEAD-YAP inh	GPR151 ag
O=C1NC(=S)N/C1=C/c1cc(Br)c(O)c(I)c1	-0.2	10	-4	0.3
CC1CCCCC1NC(=O)/C(C#N)=C/c1ccc([N+](=O)[O-])o1 (stereo not drawn)	0.0	2	2	-2.1
COC(=O)C(C)N(C(=O)c1cc([N+](=O)[O-])ccc1O)c1c(C)cccc1C (stereo not drawn)	-0.1	-9	-8	0.4
Cc1c(-c2ccccc2)c(=O)oc2ccc(OC(=O)N3CCOCC3)cc12	0.0	-6	6	2.5
CCOC(=O)c1c(CC(C)C)csc1/N=C/C1C(=O)CCCC1=O	0.0	21	6	-1.2
O=[N+]([O-])c1cc(Cl)cc(/C=N/N2CCOCC2)c1O	-0.1	5	-3	-1.4
CC1=C(C(=O)OCCc2ccccc2)C(c2ccc3c(c2)OCO3)NC(=O)N1 (stereo not drawn)	0.2	0	-8	0.0
COc1ccccc1N1CC(O)(c2ccccc2)[N+]2=C1CCCCC2 (stereo not drawn)	0.3	9	5	0.9
COc1ccc(S(=O)(=O)n2cc(-c3cccc(OC)c3)c(N)n2)cc1	-0.1	-2	15	-0.2
CCOC(=O)c1sc2nc(SCc3cc(C(C)=O)ccc3OC)n(CCCN3CCCC3=O)c(=O)c2c1C	-0.2	-8	7	-0.2

Three of these compounds, set out differently:
COC(=O)C(C)N(C(=O)c1cc([N+](=O)[O-])ccc1O)c1c(C)cccc1C (stereo not drawn)
  FBW7 act: -0.1 | MITF primary: -9 | TEAD-YAP inh: -8 | GPR151 ag: 0.4
Cc1c(-c2ccccc2)c(=O)oc2ccc(OC(=O)N3CCOCC3)cc12
  FBW7 act: 0.0 | MITF primary: -6 | TEAD-YAP inh: 6 | GPR151 ag: 2.5
CCOC(=O)c1c(CC(C)C)csc1/N=C/C1C(=O)CCCC1=O
  FBW7 act: 0.0 | MITF primary: 21 | TEAD-YAP inh: 6 | GPR151 ag: -1.2

Additional compounds:
canonical_smiles	FBW7 act	MITF primary	TEAD-YAP inh	GPR151 ag
Cc1ccc(N=c2ssc3c2-c2ccccc2NC3(C)C)cc1	-0.5	0	-7	1.4
CCCC(O)(CCC)C(=O)NNc1ccccc1C	0.0	11	-1	0.6
O=C(O)c1ccc(CS(=O)(=O)c2ccc(Br)cc2)cc1	0.2	11	7	-1.4
CC(C)CN1C(=O)c2ccccc2C(C(=O)NCc2ccco2)C1c1cccs1 (stereo not drawn)	0.1	-8	-1	-0.1
C[C@H]1NC(=O)[C@@H]2C[C@H](NCc3ccc(F)cc3F)CN2C1=O	0.9	22	2	-1.3
CC(C)(C)NC(=O)CN(CC1CCCO1)C(=O)Cn1nnc(-c2ccc(F)cc2)n1 (stereo not drawn)	-0.1	-2	4	0.2
COc1ccccc1Cn1c(SCc2cccc(F)c2)nc2ccccc2c1=O	0.6	8	-6	-1.1
Clc1ccc(OCc2ccc(-c3nnco3)cc2)cc1	-0.1	-5	-69	-1.0
CCOC(=O)c1c(/N=c2\oc3c(OC)cccc3cc2C(=O)Nc2cccc(C(F)(F)F)c2)sc2c1CCCC2	0.1	-6	3	1.8
Cc1cc2cc(C#N)c(N3CCCN(C(=O)C(F)(F)F)CC3)nc2cc1C	0.1	11	-1	-0.3

3 entries from above, arranged by SMILES length, descending:
canonical_smiles	FBW7 act	MITF primary	TEAD-YAP inh	GPR151 ag
CC(C)(C)NC(=O)CN(CC1CCCO1)C(=O)Cn1nnc(-c2ccc(F)cc2)n1 (stereo not drawn)	-0.1	-2	4	0.2
C[C@H]1NC(=O)[C@@H]2C[C@H](NCc3ccc(F)cc3F)CN2C1=O	0.9	22	2	-1.3
Cc1cc2cc(C#N)c(N3CCCN(C(=O)C(F)(F)F)CC3)nc2cc1C	0.1	11	-1	-0.3

Additional results
canonical_smiles	FBW7 act	MITF primary	TEAD-YAP inh	GPR151 ag
Cn1c(C(=O)N2CCCC(C(=O)NCCN3CCOCC3)C2)cc2sccc21 (stereo not drawn)	0.1	4	4	0.3
c1cc(Nc2nc3c(s2)CCCC3)cc(Nc2ccc(N3CCOCC3)cc2)n1	0.0	-2	32	-0.5
CC1Cc2ccccc2N1C(=O)CNCC1CCCO1 (stereo not drawn)	-0.3	-3	-2	0.1
COc1cccc(/C=C/C(=O)OCC(=O)c2cc(C)n(Cc3ccco3)c2C)c1	-0.2	6	0	0.4
CCCCOc1ccc(N2CC(C(=O)Nc3ncccc3C)CC2=O)cc1 (stereo not drawn)	0.0	-3	9	0.1
Cc1cc(C(=O)CSc2nnc(-c3ccc4c(c3)OCO4)o2)c(C)n1Cc1ccco1	0.0	-7	3	1.0
COc1ccc(-n2nc(C(=O)NCC(=O)N3CC(C)CC(C)C3)c3ccccc3c2=O)c(OC)c1 (stereo not drawn)	-0.1	11	-3	-0.1
CC(C)(C)C(=O)COC(=O)/C=C/c1ccc(Br)o1	-0.1	11	3	0.1
CN(C(=O)c1ccc(-n2cc(NC(=O)c3ccoc3)cn2)cc1)C(C1CC1)C1CC1	-0.2	11	-7	-0.5
CCNC(=O)c1c(NC(=O)COc2ccccc2C)sc2c1CCCC2	0.2	8	13	-0.4
CCOc1ccccc1-n1cc2c(c1-c1ccccc1)c(=O)n(C)c(=O)n2C	0.1	18	-3	-0.5
CCOC(=O)C1=C(C)NC2=C(C(=O)CC(C)(C)C2)C1c1coc2ccc(C)cc2c1=O (stereo not drawn)	-0.1	-1	2	-0.2
NC(=O)c1ccccc1NC(=O)CCC1CCCCC1	0.2	2	-40	-0.6
